# RECQ1 helicase – blocks DNA unwinding by human RECQ1; P46063; RECQ1 DNA unwinding, red fluorescence kinetic read; Potency, µM (doses to about 57.3 µM), inactives show at the highest dose activity, negative = inhibition, most hits filed as inhibitors; actives 0.54% (n = 240,000);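 also: plate controls were vehicle for no effect and no enzyme for full effect; nearly all actives have a fitted effect of over 30% in size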
#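 50 nM RECQ1T1 preincubated 15 min with compound in Tris pH 8.0 buffer with MgCl2, DTT, Tween-20 and 2.5 ug/ml poly(dI-dC); started with 200 nM TAMRA/BHQ-2 forked duplex and 2 mM ATP. Unwinding read as fluorescence (525/598 nm), two reads 2 h apart.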
# SMN2 splice enh – SMN2 splice variant enhancement. HEK293 SMN2-luciferase splicing reporter, luminescence, 30-36 h. Potency, µM (doses to about 46.1 µM), for the others: at the highest dose activity change, positive = activation, most hits filed as activators. actives 2.8% (n = 210,000). AID 1458; also: % of control where 0% means no effect; nearly all actives have a fitted effect of over 55% in size
#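 HEK293 cells carry an SMN2 minigene-luciferase reporter in which exon 7 inclusion puts luciferase in frame. Cells were seeded at 2000 cells/well, attached for 10-12 hours, then exposed to compounds for 30-36 hours at 37C before ONE-Glo luminescence.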
# KDM4E inh – blocks human JMJD2E demethylase activity. B2RXH2. Potency, µM (top dose mostly 57.1 µM), for the others: top-dose activity change, negative = inhibition, most hits filed as inhibitors. AID 2147. JMJD2E catalytic domain, FDH-coupled NADH fluorescence (FDH is formaldehyde dehydrogenase). actives 1.6% (n = 230,000); active = well fitted inhibition curve with a large enough effect, not every such curve was filed as active; inconclusive = small, poorly fitted or top-dose-only effect, or another doubt; inactive = no such curve, though single readings can be large or run the other way;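 also: 0% = wells with enzyme and -100% = buffer wells without enzyme; nearly all actives have a fitted effect of over 50% in size; many of its hits are not listed in these tables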
# Target sequence (B2RXH2 1-337 limits assumed): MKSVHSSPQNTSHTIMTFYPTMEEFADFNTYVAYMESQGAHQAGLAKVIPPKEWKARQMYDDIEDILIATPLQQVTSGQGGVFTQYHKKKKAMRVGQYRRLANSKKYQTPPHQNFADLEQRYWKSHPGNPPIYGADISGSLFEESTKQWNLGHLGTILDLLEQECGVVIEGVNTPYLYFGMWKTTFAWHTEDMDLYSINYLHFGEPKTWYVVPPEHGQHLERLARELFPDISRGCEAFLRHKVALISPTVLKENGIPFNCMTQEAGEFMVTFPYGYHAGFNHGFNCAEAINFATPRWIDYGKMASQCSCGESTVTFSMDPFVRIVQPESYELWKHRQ
# KinaseGlo FLuc – counter-screen: inhibitors of Kinase-Glo firefly luciferase; Q27757; Potency, µM (top dose mostly 38.3 µM), without a hit: at the highest dose activity change, negative = inhibition, usual class: inhibitors; Kinase-Glo luciferase, ATP luminescence, 8 min; actives 0.28% (n = 200,000); also: % is scaled to controls: 0 for no effect and ±100 for the full control effect; nearly all actives have a fitted effect of over 60% in size
#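 Light output from Kinase-Glo luciferase with luciferin and 10 uM ATP in 50 mM imidazole pH 7.2, KCl, MgCl2, Tween 20, BSA; compound pin-delivered, 8-min ambient incubation, then luminescence read.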
# NPSR antagonist – antagonists of human neuropeptide S receptor cAMP signaling; CHO-NPSR cells, cAMP TR-FRET, antagonist mode; actives 1% (n = 220,000); Potency, µM (doses to about 38.3 µM), for the others: at the highest dose activity change, negative = inhibition, actives largely listed as inhibitors; Q6W5P4; also: % is scaled to controls: 0 for no effect and ±100 for the full control effect; nearly all actives have a fitted effect of over 50% in size; many of its hits are not listed in these tables
# Epigenetic derep – epigenetic control regulation, reporter derepression; murine LDR cells, GFP reporter derepression, 30 h; Potency, µM (highest dose often 53.9 µM), inactives show at the highest dose GFP activation, actives largely listed as activators; actives 0.2% (n = 280,000); also: % of control where 0% means no effect; nearly all actives have a fitted effect of over 60% in size
#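 Derepression of a silenced CMV-GFP reporter in murine LDR cells is scored by enumerating GFP-positive cells with a laser-scanning microplate cytometer after 30 hours of treatment at 37 C.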
# RGS12 GoLoco inh – RGS12 GoLoco-Gai1 interaction inhibition; P63096; Gai1:RGS12 GoLoco peptide FP, rhodamine, 10 min; Potency, µM (doses to about 61.6 µM), for the others: at the top dose activity, negative = inhibition, usual class: inhibitors; actives 0.44% (n = 230,000); active = well fitted inhibition curve with a large enough effect, not every such curve was filed as active; inactive = no such curve, though single readings can be large or run the other way; also: % is scaled to controls: 0 for no effect and ±100 for the full control effect; nearly all actives have a fitted effect of over 30% in size; many of its hits are not listed in these tables
# Target sequence (P63096 whole entry, looked up): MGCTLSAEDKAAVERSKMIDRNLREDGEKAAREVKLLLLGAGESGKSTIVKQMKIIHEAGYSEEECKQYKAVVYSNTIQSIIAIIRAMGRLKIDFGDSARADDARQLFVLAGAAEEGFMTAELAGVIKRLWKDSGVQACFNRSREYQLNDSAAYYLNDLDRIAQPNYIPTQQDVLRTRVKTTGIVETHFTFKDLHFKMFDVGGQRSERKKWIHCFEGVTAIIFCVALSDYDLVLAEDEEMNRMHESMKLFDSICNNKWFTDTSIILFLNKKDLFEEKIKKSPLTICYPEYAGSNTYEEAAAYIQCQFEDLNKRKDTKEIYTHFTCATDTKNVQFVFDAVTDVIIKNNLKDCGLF
# IMPase Li cell – cell-permeable IMPase inhibitors with lithium potentiation | CHO-M1 cells, IP1 TR-FRET (IP-One), carbachol + lithium | Potency, µM (series often up to 59.4 µM), without a hit: at the highest dose activity, negative = IMPase inhibition, actives largely listed as inhibitors | actives 0.35% (n = 210,000) | AID 1457;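 also: IP1 builds up when IMPase is blocked and the TR-FRET signal falls; plate controls were basal vehicle for no effect and high inhibitor control for full effect; nearly all actives have a fitted effect of over 50% in size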
#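 CHO-M1, 2000 cells/well, 16–30 h culture; cpd + low Li+, 30 min 37C; lysis with d2-IP1/Eu-anti-IP1 Ab, 10 min RT; TR-FRET 665/620 ratio and 620 channel; AC50 via Hill.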
# Starred values were filed as active, the others as inactive; i = inactive; ? = inconclusive; · = not tested or not shown; & = joins results of further samples; [ ] = remark or other dose. Unless noted, calls follow the shape of the dose curve; as a rule, active = well fitted curve in the direction sought with a large enough effect; inconclusive = small, poorly fitted or top-dose-only effect, or another doubt; inactive = no such curve, though single readings can be large; an effect the other way counts as inactive or inconclusive. Potency is read from the fitted curve at half-maximal effect. Some of the compounds tested. The share of hits here may be higher or lower than overall.
[1] O=C(NNc1cccc(Cl)n1)Nc1cccc(Cl)c1
[2] Cc1ccc(NC(=O)Nc2ccno2)cc1
[3] COCC(=O)N1CCC[C@@]2(CCN(c3ccccc3)C2)C1
[4] COc1ccc(C/C(C)=N/NC(=S)Nc2ccccc2F)cc1
[5] CCNC(=O)c1c(O)c2c([nH]c1=O)CCCC2

Screen / compound no.	1	2	3	4	5
RECQ1 helicase	-1%	-11%	-10%	18%	i
SMN2 splice enh	-17%	·	-4%	-56%[inhibitor]	·
KDM4E inh	-5%	12%	·	0%	-4%
KinaseGlo FLuc	-3%	·	-3%	-9%	·
NPSR antagonist	-6%[46.1 µM]	-15%	·	-30%	8%
Epigenetic derep	0.1%	3.2%	·	2.3%	-1.8%
RGS12 GoLoco inh	-8%	-4%	1%	-2%	7%
IMPase Li cell	10%[38.3 µM]	·	9%	-9%	·

[6] O=S(=O)(c1ccccc1)c1cnc(-c2cccnc2)nc1-c1ccc(Cl)c(Cl)c1
[7] CCC(C(=O)NC(C)(C)C)N(C(=O)Cn1nnc(-c2cccs2)n1)c1cnc2ccccc2c1 (stereo unspecified)
[8] CN(C=[N+](C)C)c1cccc2c1C(=O)c1ccccc1C2=O
[9] CC1CN(Cc2nc3c(c(=O)[nH]c(=O)n3C)n2CC(N)=O)CC(C)O1 (stereo unspecified)
[10] CC(=O)NNC(=O)c1sc(=S)n2c1[nH]c(=O)c1sccc12

Screen / compound no.	6	7	8	9	10
RECQ1 helicase	2%	-2%	-1%	-6%	i
SMN2 splice enh	-14%	4%	-5%	7%	4%
KDM4E inh	3%	-1%	?	15%	41%[activator]
KinaseGlo FLuc	1%	1%	2%	0%	4%
NPSR antagonist	12%[46.1 µM]	-16%[46.1 µM]	6%[46.1 µM]	2%[46.1 µM]	-15%
Epigenetic derep	-0.3%	?	0.0%	0.8%	-0.4%
RGS12 GoLoco inh	-7%	6%	18%	3%	-2%
IMPase Li cell	7%[38.3 µM]	1%[38.3 µM]	11%	10%[38.3 µM]	6%

[11] O=C(C(=O)N1CCCc2ccccc21)c1cn(CC(=O)N2CCOCC2)c2ccccc12
[12] Cc1nn(-c2ccccc2)c(Cl)c1C(=O)N1CCN(c2ncnc3c2cnn3-c2ccccc2)CC1
[13] CCC(=O)OCC(=O)Nc1ccc2c(c1)OCO2
[14] COc1ccc(CNn2c(-c3cccc(C)c3)nc3ccccc3c2=O)cc1OC
[15] CC(/C=N/NC(=O)c1c(Br)cnn1C)=C\c1ccccc1

Screen / compound no.	11	12	13	14	15
RECQ1 helicase	i	-12%	-4%	-15%	i
SMN2 splice enh	-10%	-68%[inhibitor]	·	15%	14%
KDM4E inh	-2%	?	4%	0%	2%
KinaseGlo FLuc	0%	3%	-8%	-2%	1%
NPSR antagonist	-11%	?	5%	-21%[46.1 µM]	-1%
Epigenetic derep	2.4%	-1.0%	5.1%	0.0%	0.0%
RGS12 GoLoco inh	4%	6%	6%	9%	-4%
IMPase Li cell	-5%	32%[activator][38.3 µM]	-5%	28%[38.3 µM]	2%

[16] CCC(CC(C)(C)O)C(=O)NNC(=S)Nc1ccccc1 (stereo unspecified)
[17] O=C(O)COc1cccc(-c2ocnc2-c2nc(-c3ccccc3)c(-c3ccccc3)o2)c1
[18] O=C(Cn1nc(Cl)nc1Cl)c1cc2ccccc2oc1=O
[19] CCOC(=O)c1c(C)oc(NC(=O)CCl)c1C(=O)OCC
[20] O=C(c1cnn2cccnc12)N1CCN(c2ccccc2)CC1

Screen / compound no.	16	17	18	19	20
RECQ1 helicase	12%	i	-6%	4%	-15%
SMN2 splice enh	·	·	-21%	5%	-14%
KDM4E inh	-12%	?	?	6%	1%
KinaseGlo FLuc	1%	-1%	-3%	0%	-1%
NPSR antagonist	3%	·	-26%[46.1 µM]	-7%	0%[46.1 µM]
Epigenetic derep	0.9%	-0.8%	-1.8%	1.6%	-0.8%
RGS12 GoLoco inh	16%	9%	2%	5%	-4%
IMPase Li cell	0%	-4%	-20%[38.3 µM]	1%	8%[38.3 µM]

# Some of these compounds in order of their number in RECQ1 helicase, lowest first.
entry | SMILES | RECQ1 helicase | KDM4E inh | NPSR antagonist | Epigenetic derep | RGS12 GoLoco inh | IMPase Li cell
20 | O=C(c1cnn2cccnc12)N1CCN(c2ccccc2)CC1 | -15% | 1% | 0%[46.1 µM] | -0.8% | -4% | 8%[38.3 µM]
18 | O=C(Cn1nc(Cl)nc1Cl)c1cc2ccccc2oc1=O | -6% | ? | -26%[46.1 µM] | -1.8% | 2% | -20%[38.3 µM]
19 | CCOC(=O)c1c(C)oc(NC(=O)CCl)c1C(=O)OCC | 4% | 6% | -7% | 1.6% | 5% | 1%

# Fetched by compound from above:
[18] O=C(Cn1nc(Cl)nc1Cl)c1cc2ccccc2oc1=O
[19] CCOC(=O)c1c(C)oc(NC(=O)CCl)c1C(=O)OCC
[17] O=C(O)COc1cccc(-c2ocnc2-c2nc(-c3ccccc3)c(-c3ccccc3)o2)c1
[20] O=C(c1cnn2cccnc12)N1CCN(c2ccccc2)CC1

Screen / compound no.	18	19	17	20
RECQ1 helicase	-6%	4%	i	-15%
SMN2 splice enh	-21%	5%	·	-14%
KDM4E inh	?	6%	?	1%
KinaseGlo FLuc	-3%	0%	-1%	-1%
NPSR antagonist	-26%[46.1 µM]	-7%	·	0%[46.1 µM]
Epigenetic derep	-1.8%	1.6%	-0.8%	-0.8%
RGS12 GoLoco inh	2%	5%	9%	-4%
IMPase Li cell	-20%[38.3 µM]	1%	-4%	8%[38.3 µM]

# Additional compounds follow.
# Key to letters: A = RECQ1 helicase; B = SMN2 splice enh; C = KDM4E inh; D = KinaseGlo FLuc; E = NPSR antagonist; F = Epigenetic derep; G = RGS12 GoLoco inh; H = IMPase Li cell
21) CCN(CC)C(=O)c1cn(C)c2ccc(S(=O)(=O)N(CC)CC)cc2c1=O
  A = -1%; B = 33%; C = -12%; D = -1%; E = 4%[46.1 µM]; F = 2.1%; G = 3%; H = 20%[38.3 µM]

22) C1=C(CCNC2=NCCCCC2)CCCC1
  A = 4%; B = ?; C = 7%; D = 1%; E = -11%[46.1 µM]; F = -4.3%; G = -35%; H = -3%[38.3 µM]

23) O=S(=O)(c1ccc(S(=O)(=O)N2CCCC3(CCCCC3)C2)cc1)N1CCCCC1
  A = -12%; B = 16%; C = 0%; D = -4%; E = -6%[46.1 µM]; F = -1.1%; G = -1%; H = 1%[38.3 µM]

24) Cc1csc(NC(=O)CCSCCc2ccccn2)n1
  A = 0%; B = 0%; C = -2%; D = -1%; E = -2%[46.1 µM]; F = 0.0%; G = -5%; H = -1%[38.3 µM]

25) Cc1c(NC(=O)c2ccccc2F)c(=O)n(-c2ccccc2)n1C
  A = -14%; B = 0%; C = 5%; D = -4%; E = -20%[46.1 µM]; F = -5.7%; G = 3%; H = -17%[38.3 µM]

26) CCn1c(SCC(=O)N/N=C(\C)c2ccco2)nnc1-c1ccccc1
  A = i; B = 4%; C = 6%; D = 0%; E = -3%; F = 1.1%; G = 5%; H = 3%

27) Cc1cc(C)cc(-c2nnc(SCC(=O)c3ccc4c(c3)OCCO4)o2)c1
  A = -2%; B = -13%; C = 2%; D = 0%; E = -8%[46.1 µM]; F = -2.6%; G = 3%; H = ?

28) COc1ccc(Cl)cc1NC(=O)C1(c2cccs2)CCOCC1
  A = -6%; B = -18%; C = -3%; D = 13%; E = -28%; F = 3.1%; G = -1%; H = 7%

29) CCO/C([O-])=N/c1c[n+](N2CCOCC2)no1
  A = 5%; B = -4%; C = 5%; D = -4%; E = ?; F = -1.8%; G = -22%; H = -11%&5%&5%&2%

30) COCCn1c(SCc2nc3ccccc3s2)nc2ccccc21
  A = i; B = 10%; C = 2%; D = -1%; E = -19%[46.1 µM]; F = 0.7%; G = 1%; H = 17%[38.3 µM]

31) CC1(C)Cc2c(C#N)c(OCC(=O)c3ccc(Cl)cc3)nc(-c3ccoc3)c2CO1
  A = i; B = ·; C = ?; D = ·; E = -11%[46.1 µM]; F = -0.9%; G = ·; H = ·

32) Cc1ccc(C)c(NC2=NCC(=O)N2c2ccc3c(c2)OCCO3)c1
  A = 4%; B = 7%; C = -4%; D = 1%; E = 19%; F = -1.0%; G = 9%; H = -3%

# Whole records, looked up by structure. Values in the order: RECQ1 helicase | SMN2 splice enh | KDM4E inh | KinaseGlo FLuc | NPSR antagonist | Epigenetic derep | RGS12 GoLoco inh | IMPase Li cell
# `COc1ccc(C/C(C)=N/NC(=S)Nc2ccccc2F)cc1` across the screens: 18% | -56%[inhibitor] | 0% | -9% | -30% | 2.3% | -2% | -9%
# `Cc1csc(NC(=O)CCSCCc2ccccn2)n1` across the screens: 0% | 0% | -2% | -1% | -2%[46.1 µM] | 0.0% | -5% | -1%[38.3 µM]
# `COCCn1c(SCc2nc3ccccc3s2)nc2ccccc21` across the screens: i | 10% | 2% | -1% | -19%[46.1 µM] | 0.7% | 1% | 17%[38.3 µM]

# Screening data: PubChem BioAssay, National Center for Advancing Translational Sciences (NCATS)
